Dyrk1A ADPGlo = Dyrk1A (rat) kinase inhibition; ADP-Glo luminescence, NFATc1 peptide; Q63470; inhibition, % at 12.5 µM; 310,000 tested, 0.43% active; in the data active = inhibition above about 50%;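 note: plate controls were vehicle with enzyme for no effect and no enzyme for full effect; many of its hits are not listed in these tables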
GSK3 alpha inh = blocks human GSK-3 alpha kinase | P49840 | ADP-Glo luminescence, 60 min | inhibition, % at 10 µM | 320,000 tested, 0.1% active | AID 2650;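 in the data active = inhibition above about 50%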;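 note: GST-tagged GSK-3 alpha with peptide substrate and 25 µM ATP; 0% = DMSO neutral wells and 100% = GW8510 positive control wells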
Target sequence (P49840 whole entry, looked up): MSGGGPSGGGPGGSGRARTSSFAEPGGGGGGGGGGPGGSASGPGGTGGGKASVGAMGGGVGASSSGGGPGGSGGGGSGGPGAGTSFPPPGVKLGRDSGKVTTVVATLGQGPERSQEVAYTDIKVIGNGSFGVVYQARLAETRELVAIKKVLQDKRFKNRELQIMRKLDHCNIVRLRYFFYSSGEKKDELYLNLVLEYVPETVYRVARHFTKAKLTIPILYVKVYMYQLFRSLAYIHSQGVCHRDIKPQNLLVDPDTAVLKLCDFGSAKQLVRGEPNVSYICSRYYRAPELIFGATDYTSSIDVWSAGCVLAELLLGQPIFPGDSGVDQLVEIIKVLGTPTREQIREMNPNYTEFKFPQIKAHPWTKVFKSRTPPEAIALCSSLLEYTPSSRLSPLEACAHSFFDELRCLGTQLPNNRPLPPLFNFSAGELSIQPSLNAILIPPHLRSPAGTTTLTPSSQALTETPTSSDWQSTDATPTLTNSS
HSF-1 act = increases HSF-1 driven luciferase reporter signal; AID 504408; 300,000 tested, 1.7% active; NIH3T3-HGL HSF-1 luciferase reporter, MG132, 8 h; 100% = twice DMSO control signal; activation, % at 9 µM;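 active = mean replicate activation of at least 50% with a set share of replicates each reaching 50%; inconclusive = only one of those two conditions met; inactive = mean below 50% and too few replicates reaching it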;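 note: 0% = median of the neutral control wells and 100% = twice that signal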
HSP90 refold inh = HSP90 refolding inhibition in rabbit reticulocyte lysate; luciferase refolding luminescence, 3 h; inhibition, % at 5.6 µM; 290,000 tested, 0.91% active; AID 1789;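 active = inhibition above the screen-wide mean plus 3 SD, computed separately per campaign, cut at about 16% in these data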;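 note: 0% = DMSO wells and 100% = 60 µM geldanamycin wells; inhibitors lower the luminescence because luciferase stays unfolded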
PolyA inhibitor = yeast polyadenylation inhibition; S. cerevisiae SKY197-pL101 polyadenylation reporter, beta-gal luminescence; efflux-impaired pdr1/pdr3 knockout yeast; score 100 = 6 SD above DMSO; calls only at 12 µM; 300,000 tested, 0.02% active; AID 1875;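 active = lowest replicate activity score at least 50, where 100 means six control SD above control mean; inconclusive = lowest score under 50 but half or more replicates reach 50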;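 note: yeast exposed to compound for 9 h at 30 °C; higher score means more reporter readthrough which indicates perturbed polyadenylation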
Platelet DG rel = platelet dense granule release activity; human platelet-rich plasma, SFLLRN dense granule ATP release, luminescence; inhibition, %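 (compounds screened at 7.5 µM in platelet-rich plasma)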; 300,000 tested, 0.22% active;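 active = mean replicate score, as percent of positive control, at or above 50; inconclusive = mean below 50 but at least one replicate at or above 50; inactive = mean and every replicate below 50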
AI-2 QS modul = modulators of Vibrio harveyi AI-2 quorum sensing system | Vibrio harveyi JMH597 AI-2 luminescence/OD600 ratio, 9 h; active compounds read low; strain lacks LuxN and CqsS sensors; 0 = neutral-control median | activity change, % at 7.5 µM | 300,000 tested, 0.4% active | AID 2094; in the data active = activity change below about -75%, passing the limit was not always enough; inconclusive = no clear call, values can overlap the other calls;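 note: luminescence divided by OD600 gain over 9 h not by final OD600 alone; inactives centre near 13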
HSF1 inh = HSF1 inhibition; activity change, negative = inhibition, % at 7.5 µM (by protocol); NIH3T3-HGL HSE-luciferase, MG132-induced, luminescence 8 h; active compounds read low; 300,000 tested, 0.77% active; AID 2098;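 active = more than half of replicate wells show activity change below -50%, luminescence cut by over half; inconclusive = some wells, but at most half, below -50%; inactive = no replicate well below -50%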;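 note: luciferase reports HSF-1 transcriptional activity via heat shock element; 0% = median of DMSO wells and -100% = zero luminescence signal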
HDAC3 inh = human HDAC3 inhibition | 320,000 tested, 0.15% active | inhibition, % at 8.3 µM | O15379 | recombinant HDAC3, fluorogenic peptide/trypsin coupled, fluorescence | AID 2718; in the data active = inhibition above about 26%, passing the limit was not always enough; inconclusive = no clear call, values can overlap the other calls
Target sequence (O15379 whole entry, looked up): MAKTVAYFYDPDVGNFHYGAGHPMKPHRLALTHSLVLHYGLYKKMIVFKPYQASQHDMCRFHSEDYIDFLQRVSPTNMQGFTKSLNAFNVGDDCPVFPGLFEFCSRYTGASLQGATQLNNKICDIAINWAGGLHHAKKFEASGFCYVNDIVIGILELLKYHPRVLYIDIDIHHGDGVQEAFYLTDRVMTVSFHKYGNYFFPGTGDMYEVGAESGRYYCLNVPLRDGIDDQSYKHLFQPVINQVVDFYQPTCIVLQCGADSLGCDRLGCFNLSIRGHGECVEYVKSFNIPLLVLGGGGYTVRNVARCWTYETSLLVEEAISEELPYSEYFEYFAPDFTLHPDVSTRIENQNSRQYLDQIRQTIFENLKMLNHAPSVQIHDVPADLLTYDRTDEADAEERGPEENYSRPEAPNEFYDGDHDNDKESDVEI
GSK3beta inhib = human GSK3beta kinase inhibition; GST-GSK3beta kinase, ADP-Glo luminescence, 60 min; active compounds read low; AID 2097; 300,000 tested, 0.038% active; activity score (negative = inhibition), % at 10 µM; P49841;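 active = more than half of replicate wells score below -50%, meaning over 50% inhibition versus plate controls; inconclusive = some replicates but at most half score below -50%; inactive = no replicate scores below -50%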;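 note: 0% = median DMSO wells and -100% = median GW8510 positive control wells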
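Test system – GST-tagged human GSK3beta kinase, cell-free · Incubation – 60 min enzyme reaction, room temperature · Signal – ADP-Glo luminescence · Also added – peptide substrate and ATP at 25 µM · Controls – DMSO neutral wells and GW8510 at 20 µM as positive · Buffer or medium – Tris/MgCl2 kinase buffer · Measure – Luminescence-derived activity versus plate DMSO and GW8510 wells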
* marks the source's active call; other numbers are inactive results; i = inactive; ? = inconclusive; nt = not tested or not shown; & = joins results of further samples. These rows are one share of the data; count on the stated rates, not on these rows.

item	Compound	GSK3 alpha inh	HSF1 inh	HSP90 refold inh	Platelet DG rel	PolyA inhibitor	HDAC3 inh	GSK3beta inhib	AI-2 QS modul	HSF-1 act	Dyrk1A ADPGlo
1	Cc1cc(C(=O)COC(=O)C2=NNC(=O)CC2)c(C)n1CCc1ccccc1	-1	-1	-2	7	i	2	2	49	13	3
2	CCCOC(=O)c1ccc(NC(=O)CC(C)(C)C)cc1	-2	10	6	-3	i	6	1	-28	42	-2
3	COc1ccccc1S(=O)(=O)Cc1ccc(C(=O)NC(C)c2ccc3c(c2)OCCO3)o1 (centres undefined)	1	1	2	-2	i	-1	-8	3	9	nt
4	CN(C)C(=O)c1ccc(-n2nc(C(F)(F)F)c3c2CCCC3)cc1	1	-1	4	-8	i	8	-2	-3	10	15
5	O=C(NCC(=O)N(CC1CCCO1)C(C(=O)NC1CCCCC1)c1cccnc1)c1cccs1 (centres undefined)	-5	2	-4	0	i	1	-1	16	-1	1
6	CCOc1cc(C(=S)N2CCOCC2)ccc1OC(=O)c1ccccc1	-3	-12	1	16	i	-8	nt	nt	-12	nt
7	O=C(NCC1OCCc2ccccc21)c1cc(COc2c(F)cccc2F)on1 (centres undefined)	-1	3	-4	5	i	8	5	-54	11	-8
8	COC(=O)COc1ccc2oc(=O)cc(-c3cc4cccc(OC)c4o3)c2c1	0	-2	-2	-7	i	0	2	9	1	3
9	CCC(c1nnnn1CCC(C)C)N1CCC(C(N)=O)CC1 (centres undefined)	-3	-1	3	-10	i	-14	1	27	10	-8
10	CCC(=O)c1ccc(OCC(O)CN2CCN(C(c3ccccc3)c3ccccc3)CC2)cc1 (centres undefined)	-1	8	0	0	i	1	-2	0	17	3
11	Cc1ncoc1C(=O)N1CCCC(C(=O)c2cccc(OC(C)C)c2)C1 (centres undefined)	1	-3	-9	14	i	2	1	7	7	0
12	CC1CC(C)(C)NC(=S)N1CCC(=O)N1CCc2ccccc2C1 (centres undefined)	nt	-6	0	13	i	-4	nt	nt	-9	nt
13	CCCCc1cc(=O)oc2cc(OCC(=O)NCCN3CCOCC3)c(Cl)cc12	1	-9	3	-3	i	-1	-3	15	-10	8
14	CC1CN(C(=O)C2CC(=O)N(c3ccc(Cl)cc3)C2)CC(C)O1 (centres undefined)	-2	-1	5	-15	i	0	1	17	-2	-6
15	CCOc1ccc(S(=O)(=O)NCc2ccccn2)c(C)c1C	-5	-1	0	-8	i	3	-2	4	-4	-3
16	COc1ccc2c(/C=N/NS(=O)(=O)c3ccc(C)cc3)c[nH]c2c1	-1	nt	2	0	i	8	-2	1	nt	8
17	CCC1=Nc2cc(C(=O)NCC3CCCO3)ccc2Sc2ccc(Br)cc21 (centres undefined)	2	1	-2	-5	i	-6	-2	18	-3	20
18	CCCCCCCCNC(C)C(O)c1ccc(SC(C)C)cc1 (centres undefined)	4	-2	3	11	i	-1	-7	13	12	7
19	COc1cc(NS(=O)(=O)c2ccc3c(c2)n(C)c(=O)n3C)cc(OC)c1	0	-4	6	-4	i	-2	-3	39	-6	-7
20	CCn1c(=N)n(CC(=O)c2ccc(Cl)c(Cl)c2)c2ccccc21	-1	2	0	4	i	-5	-5	6	5	-5
21	CN(C)CCCNCCCNC(=O)c1ccco1	-1	4&-3	2	1	i	3	-1	17	4&18	1&0
22	CCn1c2ccccc2c2cc(NC(=O)CSc3nnc(-c4cccc(F)c4)o3)ccc21	-6	15	1	0	i	5	-16	7	22	-7
23	Cc1cc(C(F)F)nn1CC(=O)NC1C(=O)N2C(C(=O)O)=C(CSc3nnnn3C)CSC12 (centres undefined)	-1	-4	2	-5	i	-2	3	11	-8	-6
24	Cc1occc1C(=O)N(Cc1nc(-c2ccccc2)no1)C(C)C	2	-6	-3	-5	i	7	-1	16	-7	-1
25	O=C(C1CCN(S(=O)(=O)c2ccc(Cl)cc2)CC1)N1CCOCC1	-1	-8	-2	-5	i	-8	-3	2	11	-3
26	COc1ccc(-c2csc(NC(=O)C3CCCO3)n2)cc1 (centres undefined)	0	19	-3	0	i	6	1	26	?	17
27	CC(=O)Nc1cc2nc(C)n(Cc3ccccc3[N+](=O)[O-])c2nc1C	-2	-26	-4	19	i	-4	-2	8	-40	nt
28	CCc1ccc(OCCOCC(O)CNC2CCCC2)cc1 (centres undefined)	-2	nt	-1	nt	nt	-3	-1	11	nt	nt
29	CCS(=O)(=O)C1=NSC2=NC(=O)/C(=C\c3ccc(OC(=O)c4ccco4)cc3)C(=N)N21	12	6	1	9	i	13	-7	-8	33	4
30	NC(=O)CC(NC(=O)c1ccccc1)c1ccc(NCCN2CCCCC2)c([N+](=O)[O-])c1 (centres undefined)	-3	-2	-4	0	i	3	0	19	2	-3
31	CN(C(=O)CSc1ccccc1C(=O)O)C1CCCCC1	-2	-4	-2	-1	i	2	2	21	4	-6
32	Cc1ccc(C(=O)NC(C)c2ccccc2)cc1Br (centres undefined)	1	5	-4	5	i	0	5	9	-2	-1
33	O=C(Nc1ccc(NC(=O)C2CC2)nc1)c1cccs1	-1	4	0	4	i	-1	-3	36	6	3
34	O=C(Cn1ccc([N+](=O)[O-])n1)Nc1ccccn1	-3	-2	1	5	i	-1	3	4	0	0
35	Cc1oc(-c2ccccc2F)nc1CS(=O)(=O)CC(=O)NCCCc1ccccc1	6	4	-5	-3	i	0	-6	17	-1	0
36	O=C(NCCCCNC(=O)C(F)(F)F)C(F)(F)F	3	-4	0	2	i	-1	-1	23	-1	-3
37	COc1cc2oc3ccccc3c2cc1N(CC(=O)N1CCCCC1)S(=O)(=O)c1ccc(C)cc1	-6	-14	3	1	i	-3	-3	31	-18	-4
38	Cc1ccccc1N(CC(N)=O)S(C)(=O)=O	-4	-6	1	-1	i	-15	0	26	-1	2
39	CCOC(=O)c1ccc(NC(=O)CSc2nc3c(c(=O)n2-c2ccccc2OC)SCC3)cc1	-2	0	nt	2	i	1	-4	28	-21	6
40	CN(Cc1ccccc1)C(=O)c1cc2ccccc2o1	1	-4	3	12	i	-6	-1	-26	4	10

Looked up by compound from the entries so far:
item	Compound	GSK3 alpha inh	HSF1 inh	HSP90 refold inh	Platelet DG rel	PolyA inhibitor	HDAC3 inh	GSK3beta inhib	AI-2 QS modul	HSF-1 act	Dyrk1A ADPGlo
33	O=C(Nc1ccc(NC(=O)C2CC2)nc1)c1cccs1	-1	4	0	4	i	-1	-3	36	6	3
23	Cc1cc(C(F)F)nn1CC(=O)NC1C(=O)N2C(C(=O)O)=C(CSc3nnnn3C)CSC12 (centres undefined)	-1	-4	2	-5	i	-2	3	11	-8	-6

Following part:
item	Compound	GSK3 alpha inh	HSF1 inh	HSP90 refold inh	Platelet DG rel	PolyA inhibitor	HDAC3 inh	GSK3beta inhib	AI-2 QS modul	HSF-1 act	Dyrk1A ADPGlo
41	COc1cc(/C=C/C(=O)c2ccccc2O)cc(OC)c1OC	0	35	-6	-2	i	7	0	36	40	-11
42	O=C(NNC1CC(=O)N(c2ccc(Br)cc2)C1=O)c1ccco1 (centres undefined)	-2	14	2	-3	i	-1	0	0	3	1
43	CCCc1nnc(NC(=O)CCC(=O)NC2CCCCC2)s1	1	-1	1	-43	i	11	-4	23	15	0
44	COc1ccc(N(C(=O)c2ccncc2)S(=O)(=O)c2ccc(F)cc2)cc1	0	-3	-3	5	i	-2	-1	29	-12	2
45	COc1ccc(CCNC(=S)c2ccccc2)cc1OC	2	0	-1	-12	i	-3	0	10	28	-4
46	CN1/C(=C\C(=O)c2cccnc2)C(C)(C)c2ccccc21	nt	6	-3	-5	i	3	-4	4	20	-2
47	O=[N+]([O-])c1ccc(Sc2ccccc2Cl)nc1	-3	0	1	3	i	0	-1	10	4	7
48	Cc1nn(C(=O)c2ccoc2C)c(N)c1-c1ccccc1	-1	9	nt	-2	nt	1	0	24	14	-4
49	COc1ccc(-n2cc(CNCCCN3CCCC3=O)c(-c3ccccc3Cl)n2)cc1	-1	8	-1	8	i	3	-3	22	6	2
50	Cc1ccc(C(=O)NCC2CCCN2S(=O)(=O)c2cccs2)cc1C (centres undefined)	-1	5	nt	5	i	6	-2	26	1	3
51	NC(=O)C(Cc1ccccc1)N1C(=O)c2ccccc2C1=O (centres undefined)	2	6	3	-4	i	3	0	11	-11	nt
52	COc1ccc(C2/C(=C(\O)c3ccc4c(c3)CC(C)O4)C(=O)C(=O)N2Cc2cccnc2)c(OC)c1 (centres undefined)	2	-5	0	3	i	1	-6	31	-3	0
53	COc1ccc(CNC(=O)c2noc3c2CCCC3)cc1	1	-4	-3	-5	i	1	-2	-52	1	-3
54	Cc1cccc(OCC(=O)Nc2c3c(nn2C(C)(C)C)CS(=O)(=O)C3)c1	-2	1	-3	-6	i	7	-2	22	-7	-4
55	COc1ccccc1OCC(=O)NC1CCCCCC1	-3	13	-5	-4	i	-3	0	14	18	-12
56	Cc1cccc(N(CC(=O)O)CC(=O)O)c1	-6	-9	1	2	i	0	0	23	4	-9
57	COC(=O)c1ccc(-c2ncc(-c3cccc4ccccc34)o2)cc1	5	6	-4	-2	i	-2	-3	6	12	2
58	Cc1nnc(NCCN2CCOCC2)[nH]c1=O	-1	-2	2	4	i	-1	1	27	2	-2
59	CC(C)(C)NC(=O)c1oc2ccccc2c1COc1ccccc1	-1	2	1	-8	i	-1	3	12	9	-1
60	Nc1cc(=O)[nH]c(SCCSc2ccccc2)n1	-1	3	-4	-7	i	1	2	-26	6	-5

Single entries from the results shown:
Value for #21 in Platelet DG rel: 1
Value for #42 in HDAC3 inh: -1
Value for #45 in HSP90 refold inh: -1
Value for #47 in GSK3beta inhib: -1
Value for #19 in GSK3 alpha inh: 0

Exported with values under each structure: entries from further up.
Order of values – GSK3 alpha inh | HSF1 inh | HSP90 refold inh | Platelet DG rel | PolyA inhibitor | HDAC3 inh | GSK3beta inhib | AI-2 QS modul | HSF-1 act | Dyrk1A ADPGlo
10	CCC(=O)c1ccc(OCC(O)CN2CCN(C(c3ccccc3)c3ccccc3)CC2)cc1 (centres undefined)
    -1 | 8 | 0 | 0 | i | 1 | -2 | 0 | 17 | 3
42	O=C(NNC1CC(=O)N(c2ccc(Br)cc2)C1=O)c1ccco1 (centres undefined)
    -2 | 14 | 2 | -3 | i | -1 | 0 | 0 | 3 | 1
44	COc1ccc(N(C(=O)c2ccncc2)S(=O)(=O)c2ccc(F)cc2)cc1
    0 | -3 | -3 | 5 | i | -2 | -1 | 29 | -12 | 2
9	CCC(c1nnnn1CCC(C)C)N1CCC(C(N)=O)CC1 (centres undefined)
    -3 | -1 | 3 | -10 | i | -14 | 1 | 27 | 10 | -8
53	COc1ccc(CNC(=O)c2noc3c2CCCC3)cc1
    1 | -4 | -3 | -5 | i | 1 | -2 | -52 | 1 | -3

High-throughput results (PubChem BioAssay)
